Source: PubChem
PglD DTNB = C. jejuni PglD acetyltransferase inhibitors, primary screen, biochemical, DTNB colorimetric, single point; purified PglD enzyme, DTNB colorimetric CoA detection; AID 602405, 2012; inhibition, % at 12.5 µM; UDP-N-acetylbacillosamine N-acetyltransferase PglD (Campylobacter jejuni); 360,000 compounds, 0.098% hits; in the data active = inhibition above about 16%, passing the limit was not always enough; note: strong numbers were not always called active
PAX8 reporter = inhibitors of PAX8-driven TPO luciferase reporter, primary screen, RMG-I cells, single concentration | SteadyGlo, 24 h | inhibition, % at 12.6 µM | 360,000 compounds, 1.2% hits | AID 652154, 2013;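 active = mean replicate inhibition at least 60% with every replicate also reaching 60%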;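 note: luciferase light reporting Pax8 driven TPO promoter activity; plate controls were median of neutral control wells for no effect and mitoxantrone controls for full effect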
PGC1a acetyl inh = inhibitors of PGC1a acetylation signal, primary screen, cell-based, U2OS, AlphaScreen, inhibitor mode; AlphaScreen anti-acetyl-lysine; with virally co-expressed GCN5 acetyltransferase; inhibition, % at 15.6 µM; 350,000 compounds, 0.17% hits; AID 651687, 2012;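 active = every replicate shows inhibition of at least 40%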;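 note: 0% = neutral control wells and 100% = positive control wells; some results beyond the cut were filed as inactive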
S100A4 MyoIIA = inhibitors of S100A4-myosin IIA peptide binding, primary screen, biochemical, fluorescence polarization, TAMRA-MyoIIA peptide; inhibition, % at 10.7 µM; Protein S100-A4 (Homo sapiens), P26447; 360,000 compounds, 0.14% hits; AID 652163, 2013;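 active = mean inhibition of at least 70% across replicates, with every replicate also reaching that level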
Target sequence (P26447 whole entry, looked up): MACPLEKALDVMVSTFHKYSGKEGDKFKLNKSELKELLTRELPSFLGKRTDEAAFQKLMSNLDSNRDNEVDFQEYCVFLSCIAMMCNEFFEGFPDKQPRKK
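Test system: S100A4 monomer protein; Medium: HEPES pH 7.2 with CaCl2, KCl, NaCl, DTT, Triton; Probe or stimulus: TAMRA-labelled myosin IIA heavy-chain peptide probe, 5 nM; Doses: one dose per compound; Times: polarization read 5 min after assay mix addition, stable 5–60 min; Benchmarks: neutral control DMSO, positive control TFP.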
EWS-Fli block = EWS/Fli-driven NR0B1 reporter inhibitors, primary screen, A673 cells, NR0B1 luciferase, luminescence, MLPCN library; AID 651661, 2012; viability-normalised; 350,000 compounds, 0.67% hits; inhibition, % at 12.6 µM;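 active = mean inhibition of at least 50% after viability correction, with every replicate also passing that limit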;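 note: firefly luciferase signal divided by Alamar Blue viability fluorescence both relative to DMSO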
ERAP1 HTS inh = human ERAP1 aminopeptidase inhibitors, primary screen, biochemical, single point, plate reader; recombinant ERAP1, Leu-AMC fluorescence, 60 min; AID 652197, 2013; 340,000 compounds, 0.15% hits; inhibition, % at 10.7 µM; Endoplasmic reticulum aminopeptidase 1 (Homo sapiens), Q9NZ08;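 active = mean replicate inhibition of at least 30%, or all replicates individually reaching that 30% level; inactive = mean below 30% and not every replicate reaching it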;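 note: 0% = neutral control wells and 100% = L-leucinethiol positive control wells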
Target sequence (Q9NZ08 whole entry, looked up): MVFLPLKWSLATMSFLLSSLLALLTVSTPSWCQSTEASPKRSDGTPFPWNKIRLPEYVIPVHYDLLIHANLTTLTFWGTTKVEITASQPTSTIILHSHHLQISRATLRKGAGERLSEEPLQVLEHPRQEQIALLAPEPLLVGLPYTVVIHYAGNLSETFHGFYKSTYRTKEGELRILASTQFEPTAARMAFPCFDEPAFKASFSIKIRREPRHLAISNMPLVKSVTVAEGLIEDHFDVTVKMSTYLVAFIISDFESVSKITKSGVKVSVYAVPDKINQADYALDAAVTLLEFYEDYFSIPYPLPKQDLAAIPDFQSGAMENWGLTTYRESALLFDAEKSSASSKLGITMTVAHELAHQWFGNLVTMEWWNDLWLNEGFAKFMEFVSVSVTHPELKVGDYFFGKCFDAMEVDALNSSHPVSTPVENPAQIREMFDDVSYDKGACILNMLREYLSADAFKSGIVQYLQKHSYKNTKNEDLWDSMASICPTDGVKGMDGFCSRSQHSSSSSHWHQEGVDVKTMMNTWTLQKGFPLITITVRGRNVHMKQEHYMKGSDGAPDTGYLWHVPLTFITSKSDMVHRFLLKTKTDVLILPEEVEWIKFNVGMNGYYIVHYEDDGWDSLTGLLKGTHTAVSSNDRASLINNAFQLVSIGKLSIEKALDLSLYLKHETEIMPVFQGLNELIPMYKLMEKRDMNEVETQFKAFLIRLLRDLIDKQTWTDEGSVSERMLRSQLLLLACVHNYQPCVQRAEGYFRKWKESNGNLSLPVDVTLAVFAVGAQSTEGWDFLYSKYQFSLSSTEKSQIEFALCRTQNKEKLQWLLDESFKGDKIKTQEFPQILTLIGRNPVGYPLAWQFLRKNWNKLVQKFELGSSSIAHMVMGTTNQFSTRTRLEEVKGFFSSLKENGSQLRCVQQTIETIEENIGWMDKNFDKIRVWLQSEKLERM
LGR2 inh = inhibitors of bursicon-induced LGR2 CRE-luciferase signal, primary screen, cell-based, HEK293, CRE-luciferase reporter, bursicon stimulation. Drosophila bursicon receptor LGR2 (rickets). bursicon-stimulated, 4 h. inhibition, % at 9.99 µM. 380,000 compounds, 0.35% hits;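 active = drop in luminescence signal, shown as inhibition above about 50% in the replicate tests, limit read from the data, passing the limit was not always enough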;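 note: agonist challenge used bursicon conditioned medium at about half maximal strength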
FN deposit inh = inhibitors of fibronectin matrix deposition, primary screen, AH1F cells, Alexa488-fibronectin fluorescence, plate reader; inhibition, % at 12.6 µM; AH1F fibroblasts, overnight; AID 743247, 2014; 350,000 compounds, 0.086% hits;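 active = mean inhibition across replicates of 30% or more, regardless of how many single replicates reach that level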;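 note: positive control wells lacked labelled fibronectin entirely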
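Measured by – fluorescence 485/525 nm · System – AH1F fibroblast monolayer, labelled fibronectin deposition · Amount – 10000 cells per well · Buffer or medium – serum-reduced DMEM (2% serum) · Doses – single dose, pinned · Also added – fluorescent fibronectin at 24 nM final · Schedule – 1 h cell attachment, overnight exposure to compound and label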
Numbers without * were called inactive; i = inactive; / = no result given; & = joins results of further samples.

The opening 5 compounds, ahead of the listing:
molecule	PglD DTNB	PAX8 reporter	PGC1a acetyl inh	S100A4 MyoIIA	EWS-Fli block	ERAP1 HTS inh	LGR2 inh	FN deposit inh
CCCOc1ccc(N2CC(C(=O)Nc3ccccc3C(=O)NC)CC2=O)cc1 (centres undefined)	-2	19	-4	-1	-7	1	8	-6
CCN(CC)c1ncnc2c1ncn2[C@H]1CN(Cc2ccc(-c3ccccc3)cc2)C[C@@H](CO)O1	4	-3	/	-9	6	0	-10	-4
CSc1nnc([C@H](Cc2c[nH]c3ccccc23)NC(=O)OC(C)(C)C)o1	/	8	3	2	-15	3	-16	-1
COc1ccc(NC(=O)N2C[C@@H](O)COC[C@H]3O[C@@H](CC(=O)N4CCN(C)CC4)CC[C@@H]32)cc1	0	-8	3	12	-14	3	-6	-5
Cc1cc(S(=O)(=O)N2CCCCC2CCNC(=O)C(=O)NCCN2CCOCC2)ccc1F (centres undefined)	/	9	-14	8	5	-3	1	4

The listing, from the first entry:
molecule	PglD DTNB	PAX8 reporter	PGC1a acetyl inh	S100A4 MyoIIA	EWS-Fli block	ERAP1 HTS inh	LGR2 inh	FN deposit inh
CCCOc1ccc(N2CC(C(=O)Nc3ccccc3C(=O)NC)CC2=O)cc1 (centres undefined)	-2	19	-4	-1	-7	1	8	-6
CCN(CC)c1ncnc2c1ncn2[C@H]1CN(Cc2ccc(-c3ccccc3)cc2)C[C@@H](CO)O1	4	-3	/	-9	6	0	-10	-4
CSc1nnc([C@H](Cc2c[nH]c3ccccc23)NC(=O)OC(C)(C)C)o1	/	8	3	2	-15	3	-16	-1
COc1ccc(NC(=O)N2C[C@@H](O)COC[C@H]3O[C@@H](CC(=O)N4CCN(C)CC4)CC[C@@H]32)cc1	0	-8	3	12	-14	3	-6	-5
Cc1cc(S(=O)(=O)N2CCCCC2CCNC(=O)C(=O)NCCN2CCOCC2)ccc1F (centres undefined)	/	9	-14	8	5	-3	1	4
CC(=O)Nc1cccc(CCc2nc3ccccc3[nH]2)c1	-5	-72	14	1	-58	-1	-24	-7
CC(=O)N[C@H]1CC[C@H](CCNC(=O)C2CC2)O[C@@H]1CO	-2	10	6	-5	-2	-3	1	-10
Cc1ccc(-n2c(C)cc(/C=N/NC(=O)CC3(C)OCCO3)c2C)cc1	4	-1	-1	/	/	/	/	6
CCCNC(=O)N1C[C@@H](C)[C@@H](OC)CN(C)C(=O)c2cc(NC(C)=O)ccc2OC[C@@H]1C	0	/	12	4	-1	-1	9	-13
CC(=O)Nc1ccc(S(=O)(=O)NCCC(=O)OC(C)C(=O)c2ccc(C)cc2)cc1 (centres undefined)	0	5	/	6	6	1	6	/
Cc1cccc(-c2ccc(C3[C@@H]4CNC[C@H]3N4)cc2)c1 (some centres undefined)	/	0	5	/	-6	/	14	-3
CCC(=O)Nc1cc(C(=O)OCc2ccc(C(=O)Oc3ccccc3)cc2)ccc1C	/	-23	3	-2	-14	1	-20	9
CCN(CC)S(=O)(=O)c1cccc(C(=O)OCC(=O)c2ccc3c(c2)OCCO3)c1	6	-5	-2	/	5	/	-5	/
CCCCCCc1c(C)[nH]c2nc3ccccc3n2c1=O	/	13	/	-3	3	2	3	/
CCCC(=O)Nc1ccc2nn(-c3ccc(OC)cc3)nc2c1	-4	-188	-6	-2	-93	0	-34	2
O=C(c1cccc(F)c1)N1CC[C@H]2[C@H](CO)Nc3ccc(-c4cccc(F)c4)cc3[C@H]21	1	7	3	/	-1	/	23	11
COc1ccc(N(CC(=O)Nc2cc(Cl)ccc2OC)C2=NC3CS(=O)(=O)CC3S2)cc1 (centres undefined)	-1	8	-2	-3	1	3	3	-1
CCNC(=S)NCc1ccc(Cl)cc1	-6	8	-6	-2	/	5	-9	4
COc1ccc(C(=O)N/N=C\c2coc3ccc(Cl)cc3c2=O)cc1	/	/	/	6	4	3	12	14
O=C(CS(=O)(=O)Cc1ccccc1)Nc1nc2c(s1)CCCC2	3	-14	6	/	/	/	/	1
C[C@@H]1CN([C@H](C)CO)C(=O)c2cccc(NC(=O)c3ccc(-c4nccs4)cc3)c2O[C@@H]1CN(C)S(C)(=O)=O	-1	/	-6	-5	1	1	11	/
Cc1ccc(NC(=O)CN2CCOCC2)cc1C	-13	-9	/	4	-11	-3	-7	3
COc1ccc(CNC(=O)N2CCN(c3cccc(C)c3C)CC2)cc1OC	1	-11	/	-5	-7	1	0	6
Cc1ccc(CNC(=O)CCC(=O)N2CC(C)Oc3ccc(Cl)cc32)cc1 (centres undefined)	-3	16	-29	-2	1	5	1	5
COc1ccc(C(=O)NC(C(=O)N2CCc3ccccc32)C(C)C)cc1 (centres undefined)	-7	/	-6	/	/	/	20	3
C/C=C/c1cnc2c(c1)C(=O)N([C@H](C)CO)C[C@H](C)[C@H](CN(C)S(=O)(=O)c1ccc(C)cc1)O2	-2	/	-8	6	-2	19	3	0
CCN1C(=O)N[C@@H](c2cccc(C(F)(F)F)c2)[C@@H](C(=O)OC)[C@H]1C	1	0	/	0	-2	-2	-15	19
CC(C)N(Cc1nccn1C)C(=O)CC1C(=O)NCCN1Cc1ccc(F)c(F)c1 (centres undefined)	-2	11	/	-1	/	-4	-5	6
COc1ccccc1/C=C/C=N/NC(=O)CC1C(=O)NN=C1C (centres undefined)	/	4	10	-2	10	1	12	-6
Cc1ccccc1CS(=O)(=O)CCC(=O)NCc1ccc(F)cc1Cl	-6	-15	-3	5	/	-5	4	3

(more compounds)
molecule	PglD DTNB	PAX8 reporter	PGC1a acetyl inh	S100A4 MyoIIA	EWS-Fli block	ERAP1 HTS inh	LGR2 inh	FN deposit inh
O=C1/C(=C/c2cccnc2)CCC/C1=C\c1cccnc1	/	-13	/	4	54*	3	90*	6
C#CCOCCOCCOCCNc1nc(N2CCOCC2)nc(N2CCN(C(=O)[C@H](Cc3ccc(O)cc3)n3cc(CCO)nn3)CC2)n1	7	7	7	/	-16	/	-5	4
CCCS(=O)(=O)NC(=O)C1(C)CCCN(C(=O)Cc2ccc3ccccc3c2)C1 (centres undefined)	-9	-15	2	16	1	3	-19	-3
O=[N+]([O-])c1ccc(/C=C/C2=NN(c3ccccc3)C(c3ccco3)C2)cc1 (centres undefined)	0	-7	5	/	/	/	-19	-149
CCOC(=O)C1C(c2ccc(O)cc2)NC(=O)NC1(O)C(F)(F)F (centres undefined)	3	2	-10	-2	8	2	-5	-3
C[C@@H]1CN([C@@H](C)CO)C(=O)c2cc(/C=C/c3ccccc3)cnc2O[C@H]1CN(C)Cc1ccccc1	3	/	-29	1	16	5	-7	-17
CC(OC(=O)C1CCN(c2ccc(C(F)(F)F)cn2)CC1)C(=O)c1ccccc1 (centres undefined)	3	9	-8	-2	1	-4	-19	-1
CO[C@H]1CN(C)C(=O)c2ccc(NC(=O)C3CC3)cc2OC[C@@H](C)N(C(=O)c2cnccn2)C[C@@H]1C	/	/	4	-15	-6	2	-9	3
CNC[C@@H]1Oc2ncc(/C=C/c3ccccc3)cc2C(=O)N([C@@H](C)CO)C[C@@H]1C	-1	12	-3	-22	-8	1	-19	/
Cc1cccc(C)c1OCc1cc(C(=O)N2CCN(C3CCCC3)CC2)no1	-2	-109	/	0	/	-3	4	-2
Cc1ccc(S(=O)(=O)/N=C(/Nc2c(C)n(C)n(-c3ccccc3)c2=O)c2ccccc2)cc1	-3	6	/	0	0	1	2	-1
CCOC(=O)c1cc2c(=O)n3cccc(C)c3nc2n(CCOC)c1=NC(C)=O	-2	16	7	-3	10	i	3	1
CCN(CC(=O)NCc1ccc(Cl)cc1)C(=O)c1cnc(Cl)c(Cl)c1	-1	7	-26	-4	5	-5	1	-6
O=C1CCCN1CCCNCCCn1cnc2c(OCc3ccccc3)ncnc21	0	8	6	-1	4	-3	-9	-2
C[C@@H]1CN([C@H](C)CO)S(=O)(=O)c2ccc(C3=CCCCC3)cc2O[C@H]1CN(C)C(=O)Cc1ccccc1	2	/	30	-46	9	0	21	-3
COc1ccc(C(=O)[C@@H]2CC[C@](C)(C(=O)O)C2(C)C)cc1	-1	2	17	-2	-2	3	5	7
COc1ccccc1CN1CCCC(N2CCN(c3ccccc3OC)CC2)C1 (centres undefined)	5	-9	9	-8	-5	1	-1	-8
Cc1c(C(=O)Oc2cccc3cccnc23)cccc1[N+](=O)[O-]	-3	20	-4	-3	-15	0	4	/
C/C=C/c1ccc2c(c1)O[C@H](CN(C)C(=O)NC1CCCC1)[C@H](C)CN([C@H](C)CO)S2(=O)=O	3&-2	-4&9	-8&-2	13&-2	8&8	0&0	12	-13&-4
O=c1n(-c2ccccc2)c(=O)n2n1CC(O)C2	4	-4	/	-1	-2	0	-2	-16
CCOc1ccc2nc(SCC(=O)c3ccccc3)sc2c1	7	/	-2	2	-35	0	-64	/
Cc1ccc(C(C)C)cc1S(=O)(=O)NCc1ccccn1	-2	8	/	6	-6	1	2	-14
O=C(NCCc1cccc(C(F)(F)F)c1)C1CCC(=O)N(CCc2cccc(F)c2)C1 (centres undefined)	0	-9	-16	0	/	-2	-4	0

Quoted from the listing:
CCN(CC(=O)NCc1ccc(Cl)cc1)C(=O)c1cnc(Cl)c(Cl)c1 @ FN deposit inh = -6
O=c1n(-c2ccccc2)c(=O)n2n1CC(O)C2 @ S100A4 MyoIIA = -1
O=C(NCCc1cccc(C(F)(F)F)c1)C1CCC(=O)N(CCc2cccc(F)c2)C1 (centres undefined) @ ERAP1 HTS inh = -2
O=C1CCCN1CCCNCCCn1cnc2c(OCc3ccccc3)ncnc21 @ PAX8 reporter = 8
CC(OC(=O)C1CCN(c2ccc(C(F)(F)F)cn2)CC1)C(=O)c1ccccc1 (centres undefined) @ ERAP1 HTS inh = -4

4 of the entries above in order of the LGR2 inh value, low to high.
SMILES,PglD DTNB,PGC1a acetyl inh,S100A4 MyoIIA,ERAP1 HTS inh,LGR2 inh
CO[C@H]1CN(C)C(=O)c2ccc(NC(=O)C3CC3)cc2OC[C@@H](C)N(C(=O)c2cnccn2)C[C@@H]1C,/,4,-15,2,-9
O=C(NCCc1cccc(C(F)(F)F)c1)C1CCC(=O)N(CCc2cccc(F)c2)C1 (centres undefined),0,-16,0,-2,-4
O=c1n(-c2ccccc2)c(=O)n2n1CC(O)C2,4,/,-1,0,-2
C[C@@H]1CN([C@H](C)CO)S(=O)(=O)c2ccc(C3=CCCCC3)cc2O[C@H]1CN(C)C(=O)Cc1ccccc1,2,30,-46,0,21

2 compounds from above, showing only PAX8 reporter and ERAP1 HTS inh:
compound | PAX8 reporter | ERAP1 HTS inh
Cc1ccc(S(=O)(=O)/N=C(/Nc2c(C)n(C)n(-c3ccccc3)c2=O)c2ccccc2)cc1 | 6 | 1
Cc1cccc(C)c1OCc1cc(C(=O)N2CCN(C3CCCC3)CC2)no1 | -109 | -3
